Assay outcomes deposited in PubChem by several laboratories.
PvdQ inh – blocks Pseudomonas aeruginosa PvdQ acylase activity. AID 488965. purified PvdQ acylase, fluorescence plate reader. hit rate 0.063% among 340,000. inhibition, % at 10 µM; in the data active = inhibition above about 30%, passing the limit was not always enough;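 note: 0% = vehicle neutral wells and 100% = reference inhibitor wells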
Tat transport – inhibitors of E. coli Tat protein transport; E. coli MC4100 TorA-mCherry Tat export, fluorescence; inhibition, % at 10 µM; hit rate 0.036% among 340,000; AID 488895;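 active = mean replicate inhibition at least 50% and at least half of replicates individually reaching 50%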;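 note: exported cargo escapes ClpAP degradation while cytoplasmic cargo is degraded and loses fluorescence; 0% = median of neutral control wells and 100% = median of NaSCN control wells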
DAGLB inhibitor – diacylglycerol lipase beta (human) inhibition; Q8NCG7; HEK293T DAGLB membrane lysate, EnzChek fluorogenic substrate; inhibition, % at 5.17 µM; hit rate 0.059% among 340,000; AID 504411; in the data active = inhibition above about 34%;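 note: 0% = enzyme with vehicle and 100% = wells lacking enzyme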
Target sequence (Q8NCG7 whole entry, looked up): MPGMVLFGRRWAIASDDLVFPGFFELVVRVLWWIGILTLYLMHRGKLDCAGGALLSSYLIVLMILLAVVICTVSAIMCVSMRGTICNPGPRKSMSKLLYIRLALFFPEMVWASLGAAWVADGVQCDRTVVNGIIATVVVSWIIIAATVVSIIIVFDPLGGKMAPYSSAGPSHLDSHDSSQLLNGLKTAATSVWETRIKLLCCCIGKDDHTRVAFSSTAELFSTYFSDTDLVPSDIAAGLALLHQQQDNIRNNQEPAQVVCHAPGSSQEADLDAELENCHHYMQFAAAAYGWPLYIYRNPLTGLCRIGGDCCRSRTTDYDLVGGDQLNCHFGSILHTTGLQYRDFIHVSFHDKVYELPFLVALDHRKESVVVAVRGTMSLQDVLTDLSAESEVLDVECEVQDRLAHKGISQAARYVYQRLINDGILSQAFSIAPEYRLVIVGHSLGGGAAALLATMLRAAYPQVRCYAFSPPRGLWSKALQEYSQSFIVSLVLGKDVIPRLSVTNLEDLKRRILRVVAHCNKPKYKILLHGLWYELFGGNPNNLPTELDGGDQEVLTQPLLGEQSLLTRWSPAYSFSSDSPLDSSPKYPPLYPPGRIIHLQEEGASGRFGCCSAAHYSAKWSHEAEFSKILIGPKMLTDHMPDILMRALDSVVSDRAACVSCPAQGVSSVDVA
PfHsp90 yeast 2 – inhibits growth of yeast expressing Plasmodium falciparum Hsp90; AID 504621; S. cerevisiae expressing PfHsp90, BacTiter-Glo ATP, 48 h; yeast lacking PDR1 and PDR3 efflux regulators; hit rate 0.32% among 310,000; inhibition, % at 9.4 µM;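 active = every replicate shows inhibition above about 80%, whatever the replicate mean, limit read from the data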;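 note: 0% = DMSO neutral controls and 100% = 20 µM radicicol positive controls; yeast relying on Plasmodium falciparum Hsp90 in place of its own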
E coli growth – reduces bacterial viability in AddAB counter-screen; E. coli V3065 growth, OD600 absorbance, 18 h; inhibition, % at 11.9 µM; hit rate 0.27% among 330,000;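 active = inhibition above the campaign's mean inhibition across all tested compounds plus 3 SD, cut at about 9.9% in these data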;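 note: uninfected addAB+ strain grown without phage in ampicillin broth; 0% = DMSO wells and 100% = ciprofloxacin 0.95 µg/ml wells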
CAL PDZ FP – human CAL PDZ-peptide interaction inhibition | Q9HD26 | purified CAL PDZ, TMR-peptide fluorescence polarization, 1 h | inhibition, % at 20 µM | hit rate 0.02% among 330,000;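 active = highest replicate inhibition of at least 40%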;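 note: plate controls were DMSO neutral control wells for no effect and unlabeled competitor peptide control wells for full effect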
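material = purified tagged CAL PDZ domain construct (CerCALP) | compound dosing = 20 µM, one dose | times = 1 h at RT | measured by = fluorescence polarization from S- and P-plane intensities, G-factor corrected | read-out = inhibition from polarization loss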
phage Ecoli inh – E. coli growth loss with phage present. growth absorbance. inhibition, % at 11.9 µM. hit rate 0.26% among 360,000; in the data active = inhibition above about 11%
Rtt109 Vps75 – C. albicans Rtt109 histone acetyltransferase inhibition | AID 540336 | purified Rtt109/Vps75, ThioGlo CoA-SH fluorescence, 4 h | Q5AAJ8 | hit rate 0.16% among 330,000 | inhibition, % at 34.9 µM;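 active = inhibition of at least 50% in every replicate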
Target sequence (Q5AAJ8 whole entry, looked up): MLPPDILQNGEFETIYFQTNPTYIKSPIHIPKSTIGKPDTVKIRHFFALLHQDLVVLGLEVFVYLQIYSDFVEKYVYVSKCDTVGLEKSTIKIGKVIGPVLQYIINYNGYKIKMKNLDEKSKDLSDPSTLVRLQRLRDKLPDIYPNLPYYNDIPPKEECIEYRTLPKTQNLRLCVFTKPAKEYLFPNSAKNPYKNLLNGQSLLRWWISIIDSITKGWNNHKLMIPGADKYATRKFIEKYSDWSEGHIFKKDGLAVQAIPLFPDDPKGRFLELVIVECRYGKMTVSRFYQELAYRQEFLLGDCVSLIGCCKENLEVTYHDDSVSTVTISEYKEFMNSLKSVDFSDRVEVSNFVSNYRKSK
AddAB inh – less growth of phage-infected E. coli with AddAB | E. coli expressing H. pylori AddAB, absorbance growth | inhibition, % at 11.9 µM | hit rate 0.29% among 330,000 | AID 435030; in the data active = inhibition above about 12%;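 note: 0% = vehicle wells of infected cells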
Wnt bcat act – activates Wnt/beta-catenin signaling in a reporter cell assay; hit rate 1.2% among 300,000; activator, plate reader; activation, % at 9.35 µM; in the data active = activation above about 30%, passing the limit was not always enough;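 note: 0% = neutral control wells and 100% = positive control wells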
An asterisk follows results filed as active.

COc1cccc(C(=O)NC2CC(C)(C)NC(C)(C)C2)c1OC was read as PvdQ inh -11, Tat transport 1, DAGLB inhibitor 0, PfHsp90 yeast 2 1, E coli growth 0.9, phage Ecoli inh 1.7, Rtt109 Vps75 3, AddAB inh 2.0 and Wnt bcat act -1.
Screening CN(CC(=O)N1CC(=O)N(CCc2ccccc2)C(=O)C1)S(=O)(=O)c1cccc2nsnc12 returned PvdQ inh -6, Tat transport -2, DAGLB inhibitor 2, PfHsp90 yeast 2 8, E coli growth -2.7, CAL PDZ FP -0.6, phage Ecoli inh 2.9, Rtt109 Vps75 -9, AddAB inh 0.2 and Wnt bcat act -1.
Screening O=C(CNCc1ccncc1)Nc1cc(S(=O)(=O)N2CCCCC2)ccc1Cl returned PvdQ inh -2, Tat transport 6, DAGLB inhibitor -3, PfHsp90 yeast 2 -1, E coli growth -0.4, CAL PDZ FP 0.7, phage Ecoli inh 1.4, Rtt109 Vps75 1, AddAB inh 1.2 and Wnt bcat act -2.
For O=C(NCc1ccco1)c1cccc(NS(=O)(=O)c2ccccc2F)c1 the results were PvdQ inh 0, Tat transport 2, DAGLB inhibitor -1, PfHsp90 yeast 2 1, E coli growth -2.1, CAL PDZ FP 0.2, phage Ecoli inh 4.0, Rtt109 Vps75 5, AddAB inh -0.9 and Wnt bcat act -2.
`CC1(C)Cc2c(sc(NC(=O)C(=O)N3CCCC3)c2C(N)=O)CO1` gave PvdQ inh -5, Tat transport -2, DAGLB inhibitor -1, PfHsp90 yeast 2 0, E coli growth 2.7, CAL PDZ FP -2.0, phage Ecoli inh 2.3, Rtt109 Vps75 -10, AddAB inh 3.0 and Wnt bcat act -1.
Screening COC(=O)C1=C(C)N(Cc2ccccc2)C(=NCC(C)C)N[C@H]1c1cccc(C(F)(F)F)c1 returned PvdQ inh -6, Tat transport 4, DAGLB inhibitor 5, PfHsp90 yeast 2 -12, E coli growth 1.3, CAL PDZ FP 0.2, Rtt109 Vps75 3 and AddAB inh 0.6.
Screening Cc1cc(N2CCOCC2)ccc1/C=C1\SC(=O)N(C(C)C)C1=O returned PvdQ inh -6, Tat transport 12, DAGLB inhibitor -3, PfHsp90 yeast 2 1, E coli growth 0.3, CAL PDZ FP 1.0, phage Ecoli inh 3.4, Rtt109 Vps75 12, AddAB inh 1.8 and Wnt bcat act -4.
COc1ccc(S(=O)(=O)N2CCCN(S(=O)(=O)c3ccc(OC)c(C)c3)CC2)cc1C was read as PvdQ inh -11, Tat transport 4, DAGLB inhibitor -4, PfHsp90 yeast 2 8, E coli growth 2.2, CAL PDZ FP -2.9, phage Ecoli inh 2.8, Rtt109 Vps75 0, AddAB inh 0.4 and Wnt bcat act -4.
Screening FC(F)(F)c1cccc(N2CCN(C(=S)NC3CCCC3)CC2)c1 returned PvdQ inh -27, Tat transport -4, DAGLB inhibitor -15, PfHsp90 yeast 2 -18, E coli growth 4.0, CAL PDZ FP 0.3, phage Ecoli inh 3.0, Rtt109 Vps75 2 and AddAB inh 1.6.
O=C(COC(=O)Cn1cnc2ccccc21)Nc1ccc2c(c1)C(=O)c1ccccc1C2=O was read as PvdQ inh 3, Tat transport 2, DAGLB inhibitor 0, PfHsp90 yeast 2 2, E coli growth 2.1, CAL PDZ FP -3.0, phage Ecoli inh 2.8, AddAB inh 2.2 and Wnt bcat act 59*.
For COc1ccc(-c2noc(-c3cccnc3)n2)cc1OC the results were PvdQ inh -4, Tat transport -4, DAGLB inhibitor -4, PfHsp90 yeast 2 -2, E coli growth 3.0, CAL PDZ FP -4.2, phage Ecoli inh 3.1, AddAB inh 1.0 and Wnt bcat act 27.
COc1cc(C)ccc1Oc1ccc([N+](=O)[O-])cc1 was read as PvdQ inh -6, Tat transport 1, DAGLB inhibitor -5, PfHsp90 yeast 2 6, CAL PDZ FP -0.3, phage Ecoli inh 2.6, Rtt109 Vps75 -4 and Wnt bcat act -4.
Screening Cc1ccc(S(=O)(=O)N2CCC(=O)N(CCOC(=O)Nc3cc(C)cc(C)c3)CC2)cc1 returned PvdQ inh 7, Tat transport 12, DAGLB inhibitor 1, PfHsp90 yeast 2 -45, E coli growth 0.4, CAL PDZ FP 0.6, phage Ecoli inh 2.1, Rtt109 Vps75 8, AddAB inh 3.2 and Wnt bcat act -4.
Screening COC(=O)C1C(=O)CC(C)(O)C(C(=O)OC)C1c1ccc2c(c1)OCO2 (configuration not stated) returned PvdQ inh -13, Tat transport -15, DAGLB inhibitor -3, PfHsp90 yeast 2 9, E coli growth -1.1, CAL PDZ FP -1.1, phage Ecoli inh -1.4, Rtt109 Vps75 -5 and AddAB inh 0.9.
For CNC(=O)c1nc(C)n(-c2cc(Cl)ccc2Cl)n1 the results were PvdQ inh 6, Tat transport 2, DAGLB inhibitor 0, PfHsp90 yeast 2 6, E coli growth 3.6, CAL PDZ FP -3.0, phage Ecoli inh 3.9, Rtt109 Vps75 1 and AddAB inh -1.0.
Screening O=C(CSc1nnc(SCc2ccccc2Cl)s1)N/N=C/c1ccc(C(=O)O)cc1 returned PvdQ inh -8, Tat transport 9, DAGLB inhibitor 2, PfHsp90 yeast 2 21, E coli growth 0.8, CAL PDZ FP -1.3, phage Ecoli inh 2.3, Rtt109 Vps75 5, AddAB inh 0.4 and Wnt bcat act 19.
Screening O=C(NCC1CCCO1)C1CCC(=O)N1Cc1ccccc1Cl (configuration not stated) returned PvdQ inh 2, Tat transport -6, DAGLB inhibitor 3, PfHsp90 yeast 2 3, E coli growth 3.5, CAL PDZ FP -0.7, phage Ecoli inh 1.0, Rtt109 Vps75 5 and AddAB inh 2.0.
O=S(=O)(NCC1CCC(NS(=O)(=O)c2c(F)cccc2F)CC1)c1ccc2c(c1)OCCO2 (configuration not stated) was read as PvdQ inh -12, Tat transport 3, DAGLB inhibitor -4, PfHsp90 yeast 2 -16, E coli growth 1.1, CAL PDZ FP 0.2, phage Ecoli inh 4.5, Rtt109 Vps75 -18, AddAB inh 0.9 and Wnt bcat act 1.
c1ccc(CN2CCOCC2)cc1 was read as PvdQ inh 2, Tat transport 5, DAGLB inhibitor 3, PfHsp90 yeast 2 -5, E coli growth -0.4, CAL PDZ FP -29, phage Ecoli inh 0.5, Rtt109 Vps75 4 and AddAB inh 2.7.
`COc1ccc(C(=O)COC(=O)c2ccc(-n3cnnn3)cc2)c(OC)c1` gave PvdQ inh -28, Tat transport -5, DAGLB inhibitor -1, PfHsp90 yeast 2 3, E coli growth -2.0, CAL PDZ FP 0.1, phage Ecoli inh -1.6, Rtt109 Vps75 -1, AddAB inh -1.4 and Wnt bcat act -3.
CN(C)C(=O)CCc1ccc2c3c([nH]c2c1)[C@]1(C)[C@@H](C(=O)N2CCOCC2)C[C@H](CC(=O)NCC24CC5CC(CC(C5)C2)C4)C(=O)N1CC3 was read as PvdQ inh -13, Tat transport 6, DAGLB inhibitor 2, PfHsp90 yeast 2 -3, E coli growth -3.4, CAL PDZ FP -0.7, phage Ecoli inh 2.8, Rtt109 Vps75 -1, AddAB inh -1.9 and Wnt bcat act -1.
`CCOC(=O)CSC(CC)C(=O)Nc1nnc(C(C)C)s1` (configuration not stated) gave PvdQ inh -11, Tat transport -3, DAGLB inhibitor 4, PfHsp90 yeast 2 -22, E coli growth 2.0, CAL PDZ FP -0.6, phage Ecoli inh 0.4, Rtt109 Vps75 4, AddAB inh 0.3 and Wnt bcat act 1.
O=C(ON=C1CCSCC1)c1ccccc1 was read as PvdQ inh -4, Tat transport -2, DAGLB inhibitor 1, PfHsp90 yeast 2 1, E coli growth 2.4, CAL PDZ FP -1.6, phage Ecoli inh 2.5, Rtt109 Vps75 1 and AddAB inh 1.4.
For COc1ccc(CNc2nc(-c3cccnc3)nn2C(=O)c2ccco2)cc1 the results were PvdQ inh -5, Tat transport 5, DAGLB inhibitor -1, PfHsp90 yeast 2 -6, E coli growth -1.8, CAL PDZ FP -0.8, phage Ecoli inh 0.8, Rtt109 Vps75 -3 and AddAB inh 3.3.
O=C(CSCc1c(Cl)cccc1Cl)Nc1ccccc1-c1ccccc1 was read as PvdQ inh -13, Tat transport 0, DAGLB inhibitor -28, PfHsp90 yeast 2 -5, E coli growth 0.5, CAL PDZ FP -2.8, phage Ecoli inh -0.4, Rtt109 Vps75 6, AddAB inh 1.0 and Wnt bcat act -1.
`O=C(CN1CCN(c2ccccc2)CC1)Nc1ccccc1C(F)(F)F` gave PvdQ inh -8, Tat transport -6, DAGLB inhibitor -13, PfHsp90 yeast 2 -23, E coli growth 1.7, CAL PDZ FP 0.8, phage Ecoli inh 1.0, Rtt109 Vps75 -16, AddAB inh 1.4 and Wnt bcat act -4.
For CCC/C(C#CCCN1C(=O)c2ccccc2C1=O)=C1/c2ccccc2C(=O)N1c1ccccc1 the results were PvdQ inh -8, Tat transport 7, DAGLB inhibitor -7, PfHsp90 yeast 2 21, E coli growth 1.1, CAL PDZ FP -1.0, phage Ecoli inh 0.0, Rtt109 Vps75 -4, AddAB inh 0.9 and Wnt bcat act 3.
COc1ccc(NC(=O)c2[nH]ncc2[N+](=O)[O-])cc1 was read as PvdQ inh -18, Tat transport 0, DAGLB inhibitor -1, PfHsp90 yeast 2 5, E coli growth 4.3, CAL PDZ FP 0.2, phage Ecoli inh 4.5, Rtt109 Vps75 1, AddAB inh 0.2 and Wnt bcat act 2.
For Cc1cc(NC(=O)COC(=O)C2CCN(S(=O)(=O)c3ccccc3)CC2)c([N+](=O)[O-])cc1C the results were PvdQ inh -1, Tat transport 3, DAGLB inhibitor -8, PfHsp90 yeast 2 -6, E coli growth -2.0, CAL PDZ FP -2.6, phage Ecoli inh 1.2, Rtt109 Vps75 -3, AddAB inh -0.6 and Wnt bcat act 1.
Screening O=C(c1ccco1)N1CCN(C(=O)C2CCN(S(=O)(=O)c3cccs3)CC2)CC1 returned PvdQ inh -5, Tat transport -3, DAGLB inhibitor 3, PfHsp90 yeast 2 17, E coli growth -0.2, CAL PDZ FP -2.3, phage Ecoli inh 3.6, Rtt109 Vps75 2 and AddAB inh 1.6.
For CN(C)S(=O)(=O)c1cc(NC(=O)CNCc2ccc(F)cc2)ccc1Cl the results were PvdQ inh 1, Tat transport 7, DAGLB inhibitor -3, PfHsp90 yeast 2 -16, E coli growth -0.4, CAL PDZ FP -0.3, phage Ecoli inh 2.4, Rtt109 Vps75 5, AddAB inh -1.2 and Wnt bcat act 2.
Screening O=S1(=O)CCO[C@H]2Cc3ccccc3[C@H]2N1Cc1cccc(Cl)c1 returned PvdQ inh -11, Tat transport -2, DAGLB inhibitor -1, PfHsp90 yeast 2 21, E coli growth 1.6, CAL PDZ FP -0.7, phage Ecoli inh -1.6, Rtt109 Vps75 0, AddAB inh 4.9 and Wnt bcat act 2.
CC1=Cc2ccccc2C(C#N)N1C(=O)c1ccccc1 (configuration not stated) was read as PvdQ inh 9, Tat transport 1, DAGLB inhibitor -1, PfHsp90 yeast 2 -9, E coli growth 2.3, CAL PDZ FP -2.6, phage Ecoli inh 4.4, AddAB inh 0.7 and Wnt bcat act -1.
`Cc1c(C(=O)NCc2cccnc2)oc2ccc(S(=O)(=O)N3CC(C)CC(C)C3)cc12` (configuration not stated) gave PvdQ inh -13, Tat transport -7, DAGLB inhibitor 2, PfHsp90 yeast 2 3, E coli growth 1.6, CAL PDZ FP -1.1, phage Ecoli inh 5.2, Rtt109 Vps75 -4, AddAB inh -2.0 and Wnt bcat act -2.
